PRC2 inh: EZH2/PRC2 methyltransferase inhibitors, primary screen, biochemical, DELFIA time-resolved fluorescence, single point | inhibition, % at 12.5 µM | PRC2 H3K27 methylation, DELFIA TRF, 1 h | Histone-lysine N-methyltransferase EZH2 (Homo sapiens), Q15910 | actives 0.35% (n = 57,000);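 active = mean inhibition of replicates at least 50% and every single replicate also reaching 50%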;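 also: dimethyl H3K27 on biotinylated H3 21-44 peptide detected by antibody; plate controls were median neutral control wells for no effect and median positive control wells for full effect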
Target sequence (Q15910 whole entry, looked up): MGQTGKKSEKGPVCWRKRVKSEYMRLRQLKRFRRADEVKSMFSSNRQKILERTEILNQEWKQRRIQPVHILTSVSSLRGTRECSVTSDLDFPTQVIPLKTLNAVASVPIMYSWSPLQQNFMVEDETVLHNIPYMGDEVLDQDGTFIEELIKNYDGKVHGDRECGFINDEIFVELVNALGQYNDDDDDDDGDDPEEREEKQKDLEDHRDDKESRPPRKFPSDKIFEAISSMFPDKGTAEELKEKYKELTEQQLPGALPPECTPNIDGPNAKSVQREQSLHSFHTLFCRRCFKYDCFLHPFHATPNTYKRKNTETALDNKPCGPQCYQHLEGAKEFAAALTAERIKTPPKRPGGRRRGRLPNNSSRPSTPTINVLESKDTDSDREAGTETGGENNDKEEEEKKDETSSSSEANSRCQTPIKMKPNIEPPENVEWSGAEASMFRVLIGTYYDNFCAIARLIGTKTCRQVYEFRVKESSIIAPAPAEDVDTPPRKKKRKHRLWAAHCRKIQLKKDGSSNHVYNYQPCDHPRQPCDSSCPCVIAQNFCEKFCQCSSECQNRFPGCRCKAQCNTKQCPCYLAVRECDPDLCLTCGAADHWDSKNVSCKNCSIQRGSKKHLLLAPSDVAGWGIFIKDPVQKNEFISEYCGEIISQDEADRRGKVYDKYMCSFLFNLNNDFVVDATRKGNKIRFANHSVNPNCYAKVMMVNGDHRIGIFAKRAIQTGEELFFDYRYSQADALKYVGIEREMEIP
IDH1 mut inh: inhibitors of IDH1 R132H reductase, primary screen, biochemical, plate reader, single point. AID 624101, 2012. inhibition, % at 10 µM. Isocitrate dehydrogenase [NADP] cytoplasmic (Homo sapiens), O75874. actives 0.18% (n = 70,000). diaphorase/resazurin fluorescence, 60 min; in the data active = inhibition above about 34%;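 also: 0% = DMSO and 100% = no enzyme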
Active calls of the source: *; · = not tested or not shown. An excerpt, so the mix of outcomes need not match the whole.

The first 4 records (preview)
Molecule,PRC2 inh,IDH1 mut inh
COc1ccc(NC(=O)Nc2ccc3c(c2)CC(=O)N([C@H](C)CO)C[C@H](C)[C@H](CN(C)S(=O)(=O)c2c(C)noc2C)O3)cc1,·,-0.2
Cn1cc(C2=C(c3ccc(Cl)cc3Cl)C(=O)NC2=O)c2ccccc21,6.2,-1.0
C[C@@H]1CN([C@@H](C)CO)C(=O)c2ccccc2-c2ccccc2CO[C@H]1CN(C)C(=O)c1ccc(F)cc1,4.3,·
C[C@H](NC(=O)C[C@H]1C=C[C@@H](NC(=O)C2CCOCC2)[C@H](CO)O1)c1ccccc1,12.3,-0.2

The list itself (from the top)
Molecule,PRC2 inh,IDH1 mut inh
COc1ccc(NC(=O)Nc2ccc3c(c2)CC(=O)N([C@H](C)CO)C[C@H](C)[C@H](CN(C)S(=O)(=O)c2c(C)noc2C)O3)cc1,·,-0.2
Cn1cc(C2=C(c3ccc(Cl)cc3Cl)C(=O)NC2=O)c2ccccc21,6.2,-1.0
C[C@@H]1CN([C@@H](C)CO)C(=O)c2ccccc2-c2ccccc2CO[C@H]1CN(C)C(=O)c1ccc(F)cc1,4.3,·
C[C@H](NC(=O)C[C@H]1C=C[C@@H](NC(=O)C2CCOCC2)[C@H](CO)O1)c1ccccc1,12.3,-0.2
CC(C)NC(=O)N(C)C[C@H]1OCCCC[C@@H](C)Oc2ccc(N(C)C)cc2C(=O)N([C@@H](C)CO)C[C@@H]1C,-13.9,-2.1
CC(C)NC(=O)N(C)C[C@@H]1OCCCC[C@H](C)Oc2ccc(NC(=O)CCCN(C)C)cc2C(=O)N([C@@H](C)CO)C[C@H]1C,1.7,1.5
Cc1cccc(S(=O)(=O)N[C@@H]2CC[C@@H](CCNC(=O)CCN3CCCCC3)O[C@H]2CO)c1,-4.3,0.1
COc1ccc(-c2coc3c(OC)c(O)ccc3c2=O)cc1,0.6,0.2

One compound at a time, as listed above. Screens in order: PRC2 inh | IDH1 mut inh
COc1ccc(-c2coc3c(OC)c(O)ccc3c2=O)cc1 is entered as 0.6 | 0.2
C[C@H](NC(=O)C[C@H]1C=C[C@@H](NC(=O)C2CCOCC2)[C@H](CO)O1)c1ccccc1 is entered as 12.3 | -0.2

The listing continues:
Molecule,PRC2 inh,IDH1 mut inh
CO[C@@H]1CN(C)C(=O)c2cc(NC(C)=O)ccc2OC[C@@H](C)N(C(=O)CC2CC2)C[C@@H]1C,1.4,-0.3
C[C@H]1CN([C@@H](C)CO)S(=O)(=O)c2ccc(C#CC3CCCCC3)cc2O[C@@H]1CN(C)Cc1cccnc1,10.4,-9.9
CCCC(=O)Nc1ccc2c(c1)C(=O)N(C)C[C@H](OC)[C@H](C)CN(Cc1ccncc1)[C@H](C)CO2,2.6,0.1
C[C@H](CO)N1C[C@H](C)[C@@H](CN(C)C(=O)Nc2ccc3c(c2)OCO3)Oc2ccc(NS(=O)(=O)c3cn(C)cn3)cc2C1=O,·,-0.5
Cc1noc(C)c1NC(=O)N(C)C[C@@H]1Oc2c(NC(=O)c3nc4ccccc4s3)cccc2C(=O)N([C@@H](C)CO)C[C@@H]1C,·,-1.5
CC(C)CC#Cc1cnc2c(c1)C(=O)N([C@@H](C)CO)C[C@@H](C)[C@H](CN(C)Cc1ccccc1F)O2,11.2,-3.1
Cc1noc(C)c1NC(=O)Nc1ccc2c(c1)C(=O)N([C@H](C)CO)C[C@@H](C)[C@H](CN(C)C(=O)Nc1ccc(F)cc1)O2,·,1.4
C[C@@H]1CN([C@@H](C)CO)C(=O)Cc2cc(NC(=O)Cn3cnnn3)ccc2O[C@H]1CN(C)Cc1ccc(C(F)(F)F)cc1,-20.9,73.7*
C[C@@H]1CCCCO[C@@H](CN(C)Cc2ccc3c(c2)OCO3)[C@@H](C)CN([C@@H](C)CO)C(=O)c2cc(NC(=O)Nc3cccc4ccccc34)ccc2O1,·,0.5
C[C@H](CO)N1C[C@H](C)[C@H](CN(C)C(=O)CN(C)C)Oc2ncc(C#Cc3ccccc3)cc2C1=O,·,1.3
C[C@@H]1CCCCO[C@H](CN(C)Cc2ccncc2)[C@@H](C)CN([C@@H](C)CO)C(=O)c2cc(NC(=O)CCC(F)(F)F)ccc2O1,-4.1,-3.4
C[C@@H]1CN([C@H](C)CO)S(=O)(=O)c2ccc(-c3ccccc3)cc2O[C@@H]1CN(C)Cc1cccc(F)c1,38.0,-6.5
C[C@@H]1CN([C@@H](C)CO)C(=O)c2cccc(NC(=O)Nc3ccccc3)c2O[C@H]1CN(C)S(C)(=O)=O,4.9,2.9
COc1ccc(NC(=O)N(C)C[C@@H]2Oc3ccc(NC(=O)CCN4CCOCC4)cc3C(=O)N([C@H](C)CO)C[C@H]2C)cc1,3.9,0.3
C[C@H](CO)N1C[C@H](C)[C@H](CN(C)Cc2ccc3c(c2)OCO3)Oc2c(cccc2N(C)C)C1=O,7.5,-0.4
Cc1nc(SCC(=O)N(c2ccccc2)c2ccccc2)n[nH]1,-0.9,-0.2
O=C(C[C@@H]1CC[C@H](NC(=O)Nc2cc(F)ccc2F)[C@@H](CO)O1)NCc1ccc2c(c1)OCO2,-5.1,-0.6
C[C@@H](NC(=O)C[C@@H]1C[C@H]2c3cc(NC(=O)C4CCOCC4)ccc3O[C@H]2[C@H](CO)O1)c1ccccc1,2.3,1.4
Cc1noc(C)c1NC(=O)NCC[C@H]1CC[C@@H](NC(=O)c2ccccc2)[C@@H](CO)O1,1.2,0.8
C[C@@H]1CN([C@@H](C)CO)C(=O)Cc2cc(NC(=O)Nc3ccccc3)ccc2O[C@@H]1CN(C)CC1CCCCC1,·,3.3
O=C(Cc1ccncc1)NCC[C@@H]1CC[C@H](NS(=O)(=O)c2ccccc2Cl)[C@H](CO)O1,-5.6,0.2
O=C(C[C@H]1C[C@H]2c3cc(NC(=O)C4CCC4)ccc3O[C@H]2[C@@H](CO)O1)NCCN1CCCCC1,-4.7,-1.0
C[C@@H]1CN([C@H](C)CO)C(=O)c2cc(NC(=O)CCCCCC(=O)Nc3ccccc3N)ccc2O[C@H]1CN(C)S(=O)(=O)c1ccc(Cl)cc1,-21.9,·
COc1ccc(NC(=O)N[C@H]2CC[C@@H](CC(=O)NCc3ccccn3)O[C@H]2CO)cc1,3.7,0.0
C[C@H]1CN([C@@H](C)CO)C(=O)c2cc(-c3ccncc3)cnc2O[C@H]1CN(C)C(=O)C1CCC1,8.7,-0.4
C[C@H](CO)N1C[C@H](C)[C@@H](CN(C)Cc2ccncc2)Oc2cc(C3=CCCC3)ccc2S1(=O)=O,-2.6,47.5*
C[C@@H]1CN([C@@H](C)CO)C(=O)c2cccc(NC(=O)c3nc4ccccc4s3)c2O[C@@H]1CN(C)Cc1ccc(Oc2ccccc2)cc1,·,3.5
C[C@H]1CN([C@@H](C)CO)S(=O)(=O)c2ccc(C#Cc3ccncc3)cc2O[C@H]1CN(C)C(=O)c1ccncc1,·,8.6
COc1ccc(S(=O)(=O)N(C)CC(=O)Nc2cc([N+](=O)[O-])ccc2C)cc1,-7.2,-0.4
O=C(CN1CCOCC1)N[C@@H]1CC[C@@H](CCNC(=O)C2CCCC2)O[C@H]1CO,13.7,0.2
CN1CCN(C2=Nc3ccccc3Oc3ccc(Cl)cc32)CC1,-26.3,-0.4
C[C@H]1CN([C@@H](C)CO)C(=O)Cc2cc(N(C)C)ccc2O[C@H]1CN(C)S(=O)(=O)c1cn(C)cn1,9.6,-16.5

(cont.)
| structure | PRC2 inh | IDH1 mut inh |
| --- | --- | --- |
| CN(C)CC(=O)Nc1ccc2c(c1)[C@@H]1C[C@@H](CC(=O)NCc3ccc(-c4ccccc4)cc3)O[C@H](CO)[C@@H]1O2 | 2.9 | 0.1 |
| COc1ccc(C(=O)CSc2nnc(-c3ccc([N+](=O)[O-])cc3)o2)cc1 | -6.3 | 0.1 |
| CO[C@H]1CN(C)C(=O)c2cc(NS(=O)(=O)c3cn(C)cn3)ccc2OC[C@H](C)N(C)C[C@H]1C | -20.8 | · |
| C[C@@H]1CCCCO[C@H](CN(C)S(=O)(=O)c2cccs2)[C@H](C)CN([C@@H](C)CO)C(=O)c2cc(NS(C)(=O)=O)ccc2O1 | · | 1.7 |
| Cc1ccccc1CN(C)C[C@@H]1OCc2cnnn2CCCC(=O)N([C@H](C)CO)C[C@@H]1C | 13.3 | 0.1 |
| N#Cc1c(NC(=O)COc2ccc(C(=O)Nc3cc(Cl)ccc3Cl)cc2)sc2c1CCC2 | 16.3 | -0.5 |
| COc1cccn(Cc2nnc(SCC(=O)c3ccccc3)o2)c1=O | 2.4 | -2.1 |
| C[C@@H](NC(=O)C[C@H]1C=C[C@@H](NC(=O)C2CC2)[C@H](CO)O1)c1ccccc1 | -1.5 | 0.1 |
| COC(=O)c1ccc(Cl)c(NC(=O)CSc2nc3c(c(C(F)(F)F)n2)CCCC3)c1 | 3.8 | -0.1 |
| O=C(N[C@H]1CC[C@H](CCNS(=O)(=O)c2ccccc2Cl)O[C@H]1CO)c1ccccc1 | -0.6 | -0.5 |
| C[C@@H]1CN([C@@H](C)CO)C(=O)Cc2cc(NC(=O)c3ccncc3)ccc2O[C@@H]1CN(C)C(=O)Nc1ccc(C(F)(F)F)cc1 | 4.0 | · |
| CC(=O)O[C@@H]1[C@@H](O)C[C@@]2(C)C(CC[C@@H](C)C23Cc2c(O)cc4c(c2O3)CN([C@@H](CCC(=O)O)C(=O)O)C4=O)C1(C)C (stereo not given in full) | · | 1.4 |
| COc1ccccc1CNC(=O)C[C@@H]1C=C[C@H](NC(=O)CN(C)C)[C@@H](CO)O1 | -3.2 | -0.3 |
| COC(=O)CCC(=O)NC(=S)Nc1ccccc1F | 7.2 | -0.5 |
| CCCC(=O)Nc1ccc2c(c1)OC[C@@H](C)N(C(=O)C1CCCC1)C[C@@H](C)[C@H](OC)CN(C)C2=O | -2.5 | 0.0 |
| C[C@@H]1CCCCO[C@H](CN(C)Cc2ccc3c(c2)OCO3)[C@H](C)CN([C@@H](C)CO)C(=O)c2cc(NC(=O)Nc3cccc4ccccc34)ccc2O1 | · | -6.7 |
| Cc1cc(C)c2nc(-c3ccccn3)cc(C(=O)NCc3cc(C)n(C)n3)c2c1 | -23.9 | 0.2 |
| CC(=O)O[C@@H]1c2c(ccc3ccc(=O)oc23)OC(C)(C)[C@@H]1OC(=O)C=C(C)C | -6.9 | 0.5 |
| C[C@H](CO)N1C[C@H](C)[C@@H](CN(C)S(=O)(=O)c2ccc(F)cc2)Oc2ccc(NC(=O)CCCN(C)C)cc2CC1=O | 6.7 | -0.2 |
| c1ccc(-n2c(SCc3nc4ccccc4s3)nnc2-c2cccs2)cc1 | 39.2 | 0.2 |
| CN(C)c1ccc2c(c1)[C@H]1C[C@@H](CC(=O)N3CCc4ccccc4C3)O[C@@H](CO)[C@H]1O2 | -6.9 | -1.7 |
| C[C@H]1CN([C@@H](C)CO)C(=O)c2cc(-c3ccc(F)cc3)cnc2O[C@@H]1CN(C)S(C)(=O)=O | · | 0.0 |
| Cc1sc2ncn(CC(=O)NCc3ccco3)c(=O)c2c1-c1ccc(Cl)cc1 | 0.7 | 0.3 |
| CCCNC(=O)N1C[C@H](C)[C@H](OC)CN(C)C(=O)c2cc(NC(C)=O)ccc2OC[C@H]1C | 7.1 | 0.3 |
| O=C(CSc1ncnc2sc3c(c12)CCCCC3)NCc1ccco1 | 15.4 | -0.1 |
| CCOc1ccc(NC(=O)C(C)Sc2nnc(C)n2-c2ccccc2)cc1 (stereo not given) | -7.8 | -0.6 |
| Cc1noc(C)c1NC(=O)Nc1ccc2c(c1)C(=O)N([C@@H](C)CO)C[C@@H](C)[C@@H](CN(C)C(=O)Nc1cccc3ccccc13)O2 | · | -3.6 |
| C[C@@H]1CN([C@H](C)CO)C(=O)c2cccc(NC(=O)Nc3ccc(C(F)(F)F)cc3)c2O[C@H]1CN(C)C | · | -0.1 |
| C[C@H]1CN([C@@H](C)CO)C(=O)c2cccc(NS(=O)(=O)c3cccs3)c2O[C@H]1CN(C)CC1CCCCC1 | -4.4 | · |
| CC(C)NC(=O)N(C)C[C@@H]1Oc2ncc(-c3ccccc3)cc2C(=O)N([C@H](C)CO)C[C@@H]1C | -1.5 | -0.5 |
| C[C@@H]1CN([C@H](C)CO)C(=O)c2cc(NC(=O)NC3CCCCC3)ccc2O[C@@H]1CN(C)C(=O)Nc1ccc(F)cc1 | -6.0 | 2.9 |
| O=C(C[C@H]1C[C@H]2c3cc(NC(=O)Cc4ccncc4)ccc3O[C@H]2[C@@H](CO)O1)NCc1ccccn1 | -4.1 | 1.6 |
| COc1ccc(NC(=O)N[C@H]2C=C[C@@H](CC(=O)NC3CCC3)O[C@@H]2CO)cc1 | 3.4 | 0.0 |
| C[C@H]1CN([C@@H](C)CO)C(=O)Cc2cc(NS(=O)(=O)c3ccccc3)ccc2O[C@H]1CN(C)S(=O)(=O)c1cccs1 | · | -0.5 |
| COc1ccccc1CNC(=O)C[C@H]1C[C@@H]2c3cc(NC(=O)c4cccnc4)ccc3O[C@@H]2[C@@H](CO)O1 | 4.8 | -3.1 |
| C[C@H](CO)N1C[C@H](C)[C@@H](CN(C)Cc2ccc3c(c2)OCO3)Oc2ccc(NS(=O)(=O)c3ccc(F)cc3)cc2C1=O | 4.0 | 0.1 |
| CC(=O)N(C)C[C@@H]1Oc2cc(C#Cc3ccc(F)cc3)ccc2S(=O)(=O)N([C@H](C)CO)C[C@@H]1C | -15.8 | -1.2 |
| CCC(CC)C(=O)N1c2ccccc2CCc2ccccc21 | 2.4 | 0.5 |
| C[C@@H]1CN([C@H](C)CO)C(=O)c2cccc(NC(=O)C3CCOCC3)c2O[C@@H]1CN(C)C(=O)Nc1ccc(C(F)(F)F)cc1 | -6.8 | 2.6 |
| C[C@@H]1CN([C@@H](C)CO)C(=O)Cc2cc(NC(=O)Nc3ccc4c(c3)OCO4)ccc2O[C@@H]1CN(C)C(=O)Nc1ccccc1 | · | 2.2 |
| CO[C@H](CN(C)C(=O)C1CCOCC1)[C@@H](C)CN(C(=O)Nc1ccc(F)cc1)[C@H](C)CO | -4.8 | 0.2 |
